CXXC DNA block: MLL CXXC-DNA interaction inhibition. MLL-CXXC / FITC-HOXA9 DNA fluorescence polarization. Potency, µM (titrated, usually from 115 µM), for the others: at the top dose activity change, negative = inhibition, most hits filed as inhibitors. actives 0.037% (n = 290,000). AID 2662; active = well fitted inhibition curve with a large enough effect in the polarisation, with a control signal flat, not every such curve was filed as active; inconclusive = small, poorly fitted or top-dose-only effect, or effect the other way, or a change in a side signal; inactive = no such curve, though single readings can be large or run the other way; the % refers to the polarisation; note: potency is the fitted concentration of half-maximal effect
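Purified MLL-CXXC (added from a 7 uM solution) was preincubated 5 min at ambient with pinned compounds in 50 mM Tris-HCl pH 7.5, 50 mM NaCl, 1 mM DTT, 0.05% BSA. Fluorescein-labeled HOX-A9 DNA (50 nM solution) followed, 30 min, then polarization read.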
Integrin act MD: activators of alpha7 integrin expression for muscular dystrophy. alpha7betagal myoblasts, beta-gal FDG fluorescence, 48 h. Potency, µM (highest dose often 38.3 µM), inactives show at the top dose activation, hits mostly activators. actives 0.064% (n = 350,000). AID 624291;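 note: potency is the fitted concentration of half-maximal effect; 100% = response of the positive control SU9516; nearly all actives have a fitted effect of over 60% in size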
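alpha7betagal+/- myoblasts (passage 13, 250/well) treated 48 h at 37C with compounds at 1:260 dilution of DMSO stock. Lysed, then beta-galactosidase activity read as FDG fluorescence (ex 480/em 540) after 30 min, with pre-read for autofluorescence.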
BRCA1 expr up: BRCA1 expression activation. MCF7-BRCA1-FFLuc reporter, luminescence, 48 h; response scale: scaled: vehicle 0%, 10 µM genistein 100%. Potency, µM (titrated, usually from 46.1 µM), for the others: at the highest dose activation, most hits filed as activators. actives 1.1% (n = 380,000). AID 624202; note: potency is the fitted concentration of half-maximal effect; nearly all actives have a fitted effect of over 80% in size; some results filed as inactive show a strong effect at the top dose
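Compounds are tested at multiple concentrations on MCF7 BRCA1-luciferase reporter cells seeded at 2000 per well; after 48 h, a single luminescence end-point is taken and curves fitted to the normalized data.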
A-T KAP1 phos: potential ataxia-telangiectasia treatments restoring KAP-1 phosphorylation; actives 0.19% (n = 320,000); […] A-T fibroblasts, KAP-1 phosphorylation AlphaLISA; neocarzinostatin DNA damage 30 min before lysis; Potency, µM (top dose mostly 57.5 µM), for the others: top-dose activation, hits mostly activators; note: potency is the fitted concentration of half-maximal effect; % of control where 0% means no effect; nearly all actives have a fitted effect of over 45% in size
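ATM-like activity read as KAP-1 phosphorylation via AlphaLISA donor/acceptor antibody pairs after lysis and 6 hr at 25C. Cells were ATM-null patient fibroblasts ([…], hTERT), dosed 60 min, then exposed to the DSB inducer NCS for 30 min.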
TSG101-PTAP inh: blocks PTAP/TSG101 interaction to inhibit HIV-1 budding; Fluorescence polarization, FITC-PTAP peptide / Tsg101 binding; Potency, µM (titrated, usually from 115 µM), without a hit: at the top dose activity change, negative = inhibition, actives largely listed as inhibitors; 340,000 tested, under 10 active; AID 493005; active = well fitted inhibition curve with a large enough effect in the main read-out, with a control signal flat, not every such curve was filed as active; inconclusive = small, poorly fitted or top-dose-only effect, or effect the other way, or a change in a side signal; inactive = no such curve, though single readings can be large or run the other way; note: potency is the fitted concentration of half-maximal effect; % of control where 0% means no effect
Target sequence (Q99816 whole entry, looked up): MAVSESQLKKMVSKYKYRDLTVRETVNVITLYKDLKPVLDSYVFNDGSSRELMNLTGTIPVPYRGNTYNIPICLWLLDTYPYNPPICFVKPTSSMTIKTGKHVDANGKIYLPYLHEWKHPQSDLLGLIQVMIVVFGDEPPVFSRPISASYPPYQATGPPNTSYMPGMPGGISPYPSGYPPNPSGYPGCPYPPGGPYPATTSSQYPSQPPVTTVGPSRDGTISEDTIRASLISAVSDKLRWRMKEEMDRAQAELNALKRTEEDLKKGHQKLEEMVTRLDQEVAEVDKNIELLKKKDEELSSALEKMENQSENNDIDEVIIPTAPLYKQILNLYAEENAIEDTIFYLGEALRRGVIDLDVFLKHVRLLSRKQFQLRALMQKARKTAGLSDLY
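Steps: Tsg101 binding domain dispensed (10 uM final), compounds pinned in DMSO, FITC-labeled PTAP-motif peptide added (50 nM final); after 20 min binding at room temperature, polarization measured.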
TCR activator: activators of T cell receptors | Potency, µM (series often up to 9.22 µM), inactives show at the highest dose activation of IL-2 secretion, actives largely listed as activators | primary human leukocytes, anti-CD3, IL-2 HTRF, 48 h | AID 504894 | 330,000 tested, under 10 active; note: % of control where 0% means no effect
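IL-2 produced over 48 hr by a-CD3 bead-stimulated primary human leukocytes exposed to compounds was detected with a homogeneous time-resolved FRET immunoassay, 665nm acceptor signal after 320nm excitation.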
TRPV1 agonist: human TRPV1 agonism | Q8NER1 | TRPV1-expressing cells, Fluo-8 calcium influx, agonist mode | activation, % at 8.33 µM | actives 0.19% (n = 320,000) | AID 540275; in the data active = activation above about 80%; inconclusive = between about 30% and that limit; note: 0% is about no effect
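Fluo-8 calcium influx in TRPV1-expressing cells, kinetic read (ex 480/em 520 nm). Compound added and read 3 min for agonist activity, followed by capsaicin at EC20 final and 2 min further read for enhancement.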
B2AR arrestin: agonists driving beta-arrestin recruitment to human beta2-adrenergic receptor; AID 492947; actives 0.02% (n = 330,000); beta-arrestin recruitment to beta2AR, cell-based reporter; Potency, µM (titrated, usually from 46.1 µM), for the others: at the top dose activation, actives largely listed as activators; P07550;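 note: potency is the fitted concentration of half-maximal effect; 0% = DMSO controls and full agonism = EC100 isoproterenol or metaproterenol; nearly all actives have a fitted effect of over 65% in size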
Target sequence (P07550 whole entry, looked up): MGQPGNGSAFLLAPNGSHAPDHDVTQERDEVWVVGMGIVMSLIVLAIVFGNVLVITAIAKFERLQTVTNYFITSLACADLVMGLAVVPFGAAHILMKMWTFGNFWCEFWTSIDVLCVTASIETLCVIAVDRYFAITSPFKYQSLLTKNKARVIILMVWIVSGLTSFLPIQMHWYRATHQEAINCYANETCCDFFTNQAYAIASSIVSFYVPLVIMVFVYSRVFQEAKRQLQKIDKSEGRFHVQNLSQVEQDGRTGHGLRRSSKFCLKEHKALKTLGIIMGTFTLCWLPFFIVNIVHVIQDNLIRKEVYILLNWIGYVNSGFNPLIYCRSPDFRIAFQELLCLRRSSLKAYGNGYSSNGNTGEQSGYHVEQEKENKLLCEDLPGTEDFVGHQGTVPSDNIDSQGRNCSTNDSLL
p53 reactivation: re-activators of mutant p53; H1299 p53-A138V BP100-luciferase reporter, luminescence, 24 h; Potency, µM (series often up to 92.2 µM), for the others: at the highest dose activity change, positive = activation, usual class: activators; actives 0.063% (n = 320,000); AID 504706; note: potency is the fitted concentration of half-maximal effect; % of control where 0% means no effect; nearly all actives have a fitted effect of over 45% in size
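p53-null H1299 cells stably carrying temperature-sensitive p53-A138V and a BP100-luciferase reporter were pinned with compounds (4-point, 1:5 series) and held 24 hrs at 37 deg C. Luminescence was read 10 min after detection reagent.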
ELG1 DNA repair: blocks ELG1-dependent DNA repair in HEK293T cells; Potency, µM (highest dose often 46.1 µM), for inactives: at the highest dose activity change, negative = inhibition, actives largely listed as inhibitors; actives 2.3% (n = 330,000); HEK293T ELG1-luciferase reporter, luminescence, 16 h; DNA damage induced by 5-fluorouridine; note: potency is the fitted concentration of half-maximal effect; % is set by controls: 0 for no effect and ±100 for the full control effect; nearly all actives have a fitted effect of over 55% in size
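HEK293T cells expressing luciferase-tagged ELG1 (2,000/well) received 5-Fluorouridine plus compound or DMSO for 16 hr at 37 °C. Luciferase was read by ONE-Glo luminescence after 30 min at room temperature.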
Starred values were filed as active, the others as inactive; ? = inconclusive; · = no result given; [ ] = dose if it differs, or a comment. Unless noted, calls come from the whole dose curve; as a rule, active = well fitted curve in the direction sought with a large enough effect; inconclusive = small, poorly fitted or top-dose-only effect, or another doubt; inactive = no such curve, though single readings can be large; an effect the other way counts as inactive or inconclusive.

SMILES	CXXC DNA block	Integrin act MD	BRCA1 expr up	A-T KAP1 phos	TSG101-PTAP inh	TCR activator	TRPV1 agonist	B2AR arrestin	p53 reactivation	ELG1 DNA repair
CCCOc1ccc(C(=O)C(CCC(CNCC)C(=O)c2ccc(OCCC)cc2)CNCC)cc1 (stereo not given)	-1%	-59%[inhibitor]	-103%	-6%	-5%	-6%[46.1 µM]	-1	-2.2%	-22%	23µM*
CC12CCC(=O)N1C(C(=O)NNC(=O)COc1ccccc1F)CS2 (stereo not given)	·	20%	1%	1%	-1%	1%	-2	0.0%	-2%	9%
COC(=O)c1c(N2C(=O)[C@H]3[C@@H](C2=O)[C@]2(C(=O)Nc4ccccc42)N2CCC[C@@H]32)sc(C)c1C	5%	·	·	-2%	·	·	22	0.1%	0%	?
COc1cccc(N2CCN(S(=O)(=O)c3ccc4c(c3)NC(=O)CS4)CC2)c1	7%	4%	2%	4%	0%	1%	6	0.2%	-5%	2%
O=C(NCc1ccccc1)c1cc(-c2ccco2)on1	11%	16%	11µM*	-1%	-4%	-5%	10	-0.1%	?	?
Cc1cccc(C(=O)Nc2ccn(C)n2)c1	·	2%	100%	0%	-2%	-2%	-1	-0.4%	10%	?
O=C(CSc1nnc(CNc2ccc(F)cc2)n1CC1CCCO1)N1CCOCC1 (stereo not given)	5%	4%	-9%	-8%	-10%	4%	-1	0.0%	6%	11%
C/C(N)=C(/C#N)C(=O)COC(=O)CNS(=O)(=O)c1ccc(C)cc1	-5%	0%	0%	0%	-6%	12%	-1	0.0%	3%	2%
COc1ccc(C(CNC(=O)/C=C/c2c(Cl)nc3ccccn23)N(C)C)cc1 (stereo not given)	12%	-30%	-10%	-3%	-2%	5%	1	-0.1%	6%	?
Nc1nc(SCc2ccccc2Cl)ns1	-1%	-18%	6%	2%	-4%	-5%[46.1 µM]	3	-0.7%	?	?
C/C(=N\NC(=O)c1ccc(NS(=O)(=O)c2cccs2)cc1)c1ccccn1	-22%	-18%	-19%	3%	-3%	1%	-3	-0.1%	1%	3.7µM*
COc1ccc(N=[N+]([O-])c2ccc(OC)cc2)cc1	·	11%	?	·	-2%	2%	·	·	·	·
COc1ccc(-n2nnnc2SCC(=O)N(C)C2CCS(=O)(=O)C2)cc1 (stereo not given)	·	13%	-6%	38%	0%	0%	·	-0.7%	2%	11%
N#Cc1ncc(-c2ccc3c(c2)OCCOCCOCCOCCOCCO3)nc1C#N	2%	-1%	-13%	-19%	-2%	0%[46.1 µM]	-2	-1.7%	-24%	?
CCOCCCNC(=O)CN1CCN(Cc2ccccc2C)C1=O	-1%	15%	0%	0%	0%	-3%	-2	-0.3%	1%	0%
Cc1ccc(Cl)cc1N1CCN(C(=O)C(C)n2ncn3cccc3c2=O)CC1 (stereo not given)	·	18%	-2%	-8%	-6%	5%	6	-0.2%	1%	-19%
C=CCn1c(SCC(=O)c2ccc(O)c(O)c2)nnc1-c1cccnc1	-2%	30%	2%	-3%	-2%	6%	0	0.3%	-3%	0%
CCOC(=O)c1sc(-c2ccccn2)nc1C	0%	-14%	-5%	8%	-2%	-5%	2	-0.3%	13%	?
O=C1c2ccccc2C(=O)N1CCCCSc1nc2ccccc2o1	19%	-27%	-29%	14%	-3%	-30%	?	0.2%	5%	3%
Nc1cc(N)nc(SCC(=O)c2ccc3c(c2)NC(=O)CO3)n1	-1%	12%	2%	7%	0%	3%	0	0.0%	-1%	-6%
CC1CCCCC1NC(=O)Cn1cc([N+](=O)[O-])ccc1=O (stereo not given)	·	?	-1%	-3%	0%	1%	3	-0.2%	7%	?
COC(=O)c1ccc(COc2ccccc2/C=N/NC(N)=O)o1	-8%	3%	-9%	6%	-4%	-21%	-6	-0.2%	-2%	?
CC(C)(c1ccccc1)c1ccc(OCCCN2CCNCC2)cc1	4%	-70%[inhibitor]	-71%	-4%	-4%	-1%	-3	-0.4%	3%	3%
Cc1cccc(C(=O)OCC(=O)NCc2ccco2)c1	·	7%	-15%	3%	-3%	1%	15	-0.3%	-8%	14%
CCOC(=O)C1=C(COC(=O)CCNS(=O)(=O)c2ccc(NC(C)=O)cc2)NC(=O)NC1C (stereo not given)	·	9%	0%	-7%	-5%	-1%	2	-0.2%	2%	-9%
O=C(Cc1ncc(C(F)(F)F)cc1Cl)NCc1cccnc1	19%	-4%	-1%	2%	-1%	-1%	0	0.9%	-4%	-2%
CCn1c(=O)c(CCC(=O)NCC2CCCO2)c(C)c2c(C)nn(-c3ccc(C)cc3)c21 (stereo not given)	-5%	1%	4%	8%	-5%	-5%	?	-0.2%	6%	-16%
Cc1cccc(CSc2nn3c(=O)c(C)nnc3s2)c1	-1%	-26%	-2%	3%	-2%	2%[46.1 µM]	4	-0.3%	10%	?
COc1ccc(-n2c(SCC(=O)N3CCOCC3)nc3ccccc3c2=O)cc1	3%	20%	-6%	5%	1%	6%	7	-0.5%	2%	?
CCN(CC)S(=O)(=O)c1ccc(N2CCN(C)CC2)c(NC(=O)CSCC(=O)Nc2cccc(C)c2)c1	·	-21%	-22%	-4%	1%	·	-2	-0.2%	-2%	?
COc1cc2cc(Oc3ccc4ccc(=O)oc4c3)c(=O)oc2cc1OC(=O)/C=C/c1ccccc1	27%	5%	13%	6%	-2%	-1%	-2	-0.6%	0%	12%
C[C@H](CO)N1C[C@H](C)[C@@H](CN(C)S(=O)(=O)c2cccs2)Oc2ccc(NC(=O)Nc3ccccc3)cc2C1=O	·	17%	0%	-1%	-5%	-5%	·	-0.5%	-1%	23µM*
Cc1ccc(-n2nc3ccc(NC(=O)/C=C/c4ccco4)cc3n2)cc1C	18%	-36%	0%	2%	-1%	22%	-5	0.5%	-1%	?
COc1ccc(OC)c(CCNC(=O)C2CCN(c3nnc(-n4cccc4)s3)CC2)c1	6%	0%	3%	1%	-5%	-1%	·	0.5%	2%	?
O=C1C=C(c2ccc3c(c2)OCO3)C[C@@H](c2ccc(Cl)cc2)C1	·	29%	0%	14%	-2%	0%	15	0.2%	-2%	13%
Cc1cc(CN(C)C(=O)c2ccc3nc(Cc4ccccc4F)oc3c2)n[nH]1	-9%	-9%	-12%	4%	-5%	-2%	1	-0.3%	11%	8%
COc1ccc(CCNC(=O)c2cc([N+](=O)[O-])cc([N+](=O)[O-])c2)cc1OC	7%	-20%	-12%	-9%	0%	3%	-6	0.4%	1%	?
COC(=O)c1ccc(C(=O)OC)c(N)c1	1%	·	·	?	·	·	4	-0.1%	30%	19%
CNC[C@@H]1Oc2ccc(NS(=O)(=O)c3ccc(OC)cc3)cc2CC(=O)N([C@H](C)CO)C[C@@H]1C	·	21%	-2%	4%	-1%	0%	·	-0.1%	0%	14%
Cc1ccc(OC(=O)C2CCN(C(=O)c3ccccc3C)CC2)c(Br)c1	·	31%	-5%	-4%	-5%	1%	20	0.0%	4%	?

Rewritten as comma-separated lines: 3 of the compounds above
Structure,CXXC DNA block,Integrin act MD,BRCA1 expr up,A-T KAP1 phos,TSG101-PTAP inh,TCR activator,TRPV1 agonist,B2AR arrestin,p53 reactivation,ELG1 DNA repair
COc1cc2cc(Oc3ccc4ccc(=O)oc4c3)c(=O)oc2cc1OC(=O)/C=C/c1ccccc1,27%,5%,13%,6%,-2%,-1%,-2,-0.6%,0%,12%
C[C@H](CO)N1C[C@H](C)[C@@H](CN(C)S(=O)(=O)c2cccs2)Oc2ccc(NC(=O)Nc3ccccc3)cc2C1=O,·,17%,0%,-1%,-5%,-5%,·,-0.5%,-1%,23µM*
Cc1ccc(-n2nc3ccc(NC(=O)/C=C/c4ccco4)cc3n2)cc1C,18%,-36%,0%,2%,-1%,22%,-5,0.5%,-1%,?

(list continues)
SMILES	CXXC DNA block	Integrin act MD	BRCA1 expr up	A-T KAP1 phos	TSG101-PTAP inh	TCR activator	TRPV1 agonist	B2AR arrestin	p53 reactivation	ELG1 DNA repair
CC(C)(O)C#Cc1ccc(C(=O)N2CCN(c3ccc(Cl)cc3)CC2)cc1	0%	5%	5%	2%	-3%	-1%	0	0.2%	-3%	?
CC(C)COC(=O)c1ccccc1OC(=O)c1ccncc1	0%	9%	2%	0%	-1%	5%	19	0.1%	?	9%
CCc1cccc(C)c1NC(=O)Nc1ccc2c(c1)OCO2	3%	21%	15%	0%	1%	0%	0	-0.9%	5%	6%
Cc1nc[nH]c(=O)c1Br	-8%	15%	3%	-12%	-2%	-5%[46.1 µM]	-1	-0.6%	0%	-10%
COC(=O)c1ccc(OC)c(NS(=O)(=O)c2ccc(-n3cnnn3)cc2)c1	-1%	0%	0%	-5%	0%	-24%	-8	-0.1%	2%	24%
O=C(/C=C/c1ccccc1Cl)c1ccccc(=O)c1O	0%	-49%[inhibitor]	-82%	5%	-7%	-3%[46.1 µM]	0	-0.8%	-25%	?
COC(=O)C1C(=O)CC(C)(O)C(C(=O)OC)C1c1ccc2c(c1)OCO2 (stereo not given)	-2%	14%	-1%	-7%	-5%	-2%	-7	-0.2%	0%	4%
COc1cc2c(cc1OC)CN(C(=O)CSc1n[nH]c(N)n1)CC2	1%	1%	-5%	14%	-7%	-4%	-12	0.3%	0%	22%
